Source: PubChem (National Center for Advancing Translational Sciences (NCATS))
Coupling enz: counter-screen for Giardia aldolase inhibitors: coupling enzyme system; coupling enzyme system counterscreen, AmpLite Red fluorescence; AID 2472; 290,000 compounds, 0.67% hits; activity change, negative = inhibition, % at 58.2 µM, hits read low; in the data active = activity change below about -30%
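First, compound is pin-transferred into glyceraldehyde-3-phosphate coupling-enzyme reagent at 57.5 uM final and held 10 min at RT. Next, substrate, coupling system and AmpLite Red are added. After 20 min RT, fluorescence (525/598 nm) is read.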
KCNH2 3.1 block: inhibitors of human KCNH2 3.1 potassium channel isoform; U2OS KCNH2 3.1, thallium flux FluxOr; active compounds read low; activity change, % (tested at about 1.8 µM); 340,000 compounds, 0.95% hits; AID 720553;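 active = maximum activity change below -70%; inconclusive = maximum activity change from -70% to -50%; inactive = maximum activity change above -50%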;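 also: thallium influx rate constant from kinetic fluorescence after stimulation buffer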
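Steps: virus added to U2OS suspension (4 h, RT, dark); medium with 10% FBS added, cells plated, 37 C overnight; FluxOr/Red40 loading buffer 45 min RT; stimulation buffer, 2 min kinetic read; rate constant normalized.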
USP2a block: inhibitors of human ubiquitin-specific protease USP2a. 330,000 compounds, 0.01% hits. USP2 core, Ub-CHOP2 coupled fluorogenic reporter, 485/531. Potency, µM (doses to about 38.3 µM), without a hit: at the top dose activity change, negative = inhibition, hits mostly inhibitors. O75604. AID 463254;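 also: potency is read from the fitted curve at half-maximal effect; plate controls were DMSO wells for no effect and full inhibition by NEM control for full effect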
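Deubiquitinase activity read as fluorescence (485/531 nm) after Ub-CHOP2 cleavage activates the enterokinase reporter on its substrate; USP2 core 10nM, Ub-CHOP2 and substrate 25nM each, 30min compound preincubation then 60min RT; data normalized to NEM, curves fitted.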
B2AR arrestin: agonists driving beta-arrestin recruitment to human beta2-adrenergic receptor; beta-arrestin recruitment to beta2AR, cell-based reporter; AID 492947; P07550; Potency, µM (series often up to 46.1 µM), for the others: top-dose activation, usual class: activators; 330,000 compounds, 0.02% hits;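 also: potency is read from the fitted curve at half-maximal effect; 0% = DMSO controls and full agonism = EC100 isoproterenol or metaproterenol; nearly all actives have a fitted effect of over 65% in size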
Target sequence (P07550 whole entry, looked up): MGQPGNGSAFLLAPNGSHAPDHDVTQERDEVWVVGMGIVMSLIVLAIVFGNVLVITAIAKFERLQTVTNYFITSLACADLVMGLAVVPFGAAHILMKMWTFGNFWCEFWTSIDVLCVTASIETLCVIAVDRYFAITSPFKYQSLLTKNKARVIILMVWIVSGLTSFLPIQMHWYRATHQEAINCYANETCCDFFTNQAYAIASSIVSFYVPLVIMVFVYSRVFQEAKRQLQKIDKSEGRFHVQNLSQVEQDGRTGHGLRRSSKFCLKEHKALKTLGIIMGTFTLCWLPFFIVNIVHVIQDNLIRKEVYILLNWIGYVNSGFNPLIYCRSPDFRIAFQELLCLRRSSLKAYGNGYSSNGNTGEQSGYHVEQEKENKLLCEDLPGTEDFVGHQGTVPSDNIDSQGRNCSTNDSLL
BCR signal inh: chronic active BCR signaling inhibition | ABC-DLBCL IkBa-CBG/CBR reporter, luminescence ratio, 4 h | Potency, µM (titrated, usually from 46.1 µM), for the others: at the highest dose ratio change, negative = lower green/red ratio, actives largely listed as inhibitors | 340,000 compounds, 0.05% hits | AID 493014; active = well fitted inhibition curve with a large enough effect in the signal ratio, with a control signal flat, not every such curve was filed as active; inconclusive = small, poorly fitted or top-dose-only effect, or effect the other way, or a change in a side signal; the % refers to the signal ratio;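 also: potency is read from the fitted curve at half-maximal effect; plate controls were basal doxycycline-induced cells for no effect and cells given 10 µM MG132 for full effect; MG132 reads +100%, hits lower the ratio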
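Concentration-response series (up to 46 uM) were applied to TMD8 dual-reporter cells for 4 h at 37C with doxycycline. Green/red ratio, after filter-overlap correction, defined %Activity; red signal alone was normalised to basal cells and zero luminescence.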
Eya2 phos inh: blocks the phosphatase activity of human Eya2; recombinant Eya2, OMFP fluorescence dephosphorylation (OMFP is methylfluorescein phosphate); Potency, µM (series often up to 76.9 µM), inactives show top-dose activity, negative = inhibition, hits mostly inhibitors; 330,000 compounds, 0.006% hits; AID 488837; also: potency is read from the fitted curve at half-maximal effect
Target sequence (O00167 whole entry, looked up): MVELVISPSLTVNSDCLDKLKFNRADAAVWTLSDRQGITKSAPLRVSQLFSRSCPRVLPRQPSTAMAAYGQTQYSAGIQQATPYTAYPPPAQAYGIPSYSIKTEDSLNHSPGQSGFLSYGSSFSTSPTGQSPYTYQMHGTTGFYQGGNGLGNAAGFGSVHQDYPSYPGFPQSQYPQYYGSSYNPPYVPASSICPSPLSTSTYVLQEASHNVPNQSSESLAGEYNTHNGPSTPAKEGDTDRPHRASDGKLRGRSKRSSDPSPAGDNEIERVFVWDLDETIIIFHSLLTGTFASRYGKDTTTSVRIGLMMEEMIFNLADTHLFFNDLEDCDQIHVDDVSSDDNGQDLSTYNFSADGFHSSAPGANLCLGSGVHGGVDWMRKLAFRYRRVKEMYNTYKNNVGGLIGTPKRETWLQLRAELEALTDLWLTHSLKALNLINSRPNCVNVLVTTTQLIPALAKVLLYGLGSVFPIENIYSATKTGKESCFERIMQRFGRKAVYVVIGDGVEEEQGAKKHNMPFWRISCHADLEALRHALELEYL
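Eya2 protein (added as 0.2 uM solution) was preincubated with compound for 10 min at ambient temperature in 50 mM HEPES pH 7.5, 50 mM NaCl, 5 uM MgCl2, 0.05% BSA, 1 mM DTT. OMFP (added at 50 uM) then reacted 10 min; fluorescence read at 485/525 nm.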
GALK inhibitor: blocks human galactokinase activity; P51570; Purified GALK, Kinase-Glo residual ATP luminescence; Potency, µM (titrated, usually from 57.5 µM), for inactives: top-dose activity change, negative = inhibition, usual class: inhibitors; 270,000 compounds, 0.007% hits; also: potency is read from the fitted curve at half-maximal effect
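Human GALK (5 nM) with 35 uM ATP and 100 uM galactose in 20 mM HEPES pH 8.0, 5 mM MgCl2, 60 mM NaCl, 1 mM DTT, 0.01% BSA. After 1 h at room temperature, leftover ATP was read by Kinase-Glo Plus luminescence.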
uPA generation: inhibitors of cell surface uPA generation; cell surface uPA generation assay, qHTS; Potency, µM (highest dose often 38.3 µM), inactives show at the top dose activity change, negative = inhibition, hits mostly inhibitors; 330,000 compounds, 0.31% hits; AID 540303; active = well fitted inhibition curve with a large enough effect; inconclusive = small, poorly fitted or top-dose-only effect; inactive = no such curve, though single readings can be large or run the other way; tested in mouse RAW 264.7 cells; also: potency is read from the fitted curve at half-maximal effect; nearly all actives have a fitted effect of over 55% in size
PKM2 activator: activators of human pyruvate kinase M2; P14618; AID 1631; 260,000 compounds, 0.34% hits; Potency, µM (top dose mostly 57.5 µM), inactives show top-dose activation, most hits filed as activators; purified PKM2, Kinase-Glo ATP luminescence, activation; response scale: 0% is enzyme alone, no compound; also: potency is read from the fitted curve at half-maximal effect; nearly all actives have a fitted effect of over 55% in size
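Purified hPK-M2 (>95% pure) converted ADP (0.1 mM final) to ATP with 0.5 mM PEP in 50 mM imidazole pH7.2, KCl, MgCl2, Tween 20, BSA; 1 h at room temperature. ATP detected by Kinase-Glo luminescence.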
Giardia killer: kills Giardia lamblia; activity change, % at 7.66 µM, hits read low; 340,000 compounds, 0.15% hits; Giardia lamblia trophozoite viability; in the data active = activity change below about -80%; inconclusive = between about -30% and that limit;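 also: parasites exposed to compound for two days anaerobically before the ATP read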
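Media and compound were dispensed first, then trophozoites at 100 cells/well; plates sat 48 hrs at 37 deg C without oxygen before ATP luminescence reagent was added and read after 15-30 min at room temperature.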
hERG WT inh: KCNH2 (human, wildtype) channel inhibition; Q12809; U2OS, BacMam KCNH2, thallium flux FluxOr; active compounds read low; activity change, % at 1.84 µM; 340,000 compounds, 0.37% hits;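 active = maximum activity change below -70%; inconclusive = maximum activity change between -70% and -50%; inactive = maximum activity change above -50%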
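U2OS cells were transduced with wild-type KCNH2 virus (2.03 x 10^8 / mL) for 4 h at room temperature, then cultured overnight at 37 C. Thallium flux was read with FluxOr dye. Rate constants were normalized to DMSO controls.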
The depositor's hits bear a star; ? = inconclusive; nt = no result given; [ ] = dose if it differs, or a comment. Unless noted, calls follow the shape of the dose curve; as a rule, active = well fitted curve in the direction sought with a large enough effect; inconclusive = small, poorly fitted or top-dose-only effect, or another doubt; inactive = no such curve, though single readings can be large; an effect the other way counts as inactive or inconclusive. Unless noted, % is scaled to controls: 0 for no effect and ±100 for the full control effect.

no.	SMILES	Coupling enz	KCNH2 3.1 block	USP2a block	B2AR arrestin	BCR signal inh	Eya2 phos inh
1	O=C(NCc1ccco1)C1CCN(C(=O)c2ccc([N+](=O)[O-])cc2)CC1	0	16	1%	7.7%	7%	-11%
2	CC1CC(C)CN(C(=O)COC(=O)c2ccc(S(=O)(=O)N(C)c3ccccc3)cc2)C1 (stereo not given)	nt	-42	1%	-0.8%	0%	-2%
3	CCC1CCCCN1CCCNC(=O)c1ccc(N2CCCC2=O)cc1 (stereo not given)	nt	5	4%	3.8%	-3%	-7%
4	O=C(NCc1ccccn1)c1ccc(Cn2cc(Br)cn2)o1	3	-1	1%	-0.2%	-4%	20%
5	CC1=NOC2(C1)N(C)c1ccccc1C2(C)C (stereo not given)	-1	0	-3%	0.0%	-9%	6%
6	Cc1ccc(Cn2nnc3c(=O)n(Cc4ccccc4C)cnc32)cc1	2	2	-2%	-0.1%	-16%	-8%
7	Cc1nc(SCC(=O)NCc2ccccc2)c2oc3ccccc3c2n1	0	11	6%	0.0%	?	-1%
8	COCCNC(=O)c1cc(C(=O)CC(C)C)c[nH]1	4	-15	1%	0.2%	5%	-1%
9	Cn1nc(-c2ccc(OCC(=O)NCC3CCCO3)cc2)c2ccccc2c1=O (stereo not given)	4	22	5%	0.0%	-16%	-2%
10	COc1ccc(CCC(=O)NNC(=O)Nc2ccc(OC)c(OC)c2)cc1	0	-11	1%	-0.7%	0%	-2%
11	CC[C@@]1(C(=O)OC)N[C@H](CN(C)C(=O)NC(C)C)[C@@H]2C(=O)N(Cc3ccccc3)C(=O)[C@@H]21	nt	0	4%	-0.8%	0%	5%
12	COc1ccc(NC(=O)N2CCN(S(C)(=O)=O)CC2)cc1OC	-1	2	3%	0.0%	5%	-4%[15.4 µM]

no.	GALK inhibitor	uPA generation	PKM2 activator	Giardia killer	hERG WT inh
1	-4%	1%	1%	-12	-2
2	nt	-8%	nt	7	40
3	7%	-2%	nt	-6	-3
4	-4%	0%	-22%	-1	-2
5	-2%	nt	-14%	1	4
6	4%	-13%	9%	22	4
7	0%	3%	2%	-15	-7
8	-4%	nt	7%	20	-6
9	3%	-10%	2%	-12	-15
10	-2%	0%	15%	-15	2
11	nt	2%	nt	-4	6
12	3%	nt	2%	15	-2

Following part:
no.	SMILES	Coupling enz	KCNH2 3.1 block	USP2a block	B2AR arrestin	BCR signal inh	Eya2 phos inh
13	COc1ccc(C(=O)Nn2c(SCC(=O)NCC3CCCO3)nc3ccccc3c2=O)cc1 (stereo not given)	13	4	2%	-0.3%	?	20%
14	COc1ccc(NC(=O)C2CCCN(C(=O)Nc3ccc(OC)cc3)C2)cc1 (stereo not given)	0	-17	-1%	-0.1%	?	-6%
15	Brc1ccc(C2C3=C(Nc4ncnn42)c2ccccc2OC3c2ccncc2)cc1 (stereo not given)	-14	-33	2%	-0.2%	-18%	14%
16	CC(O)CN(CCC(N)=O)CCC(N)=O (stereo not given)	1	-5	0%	-0.2%	-11%	-1%
17	CCCNC(=O)Cn1nc(C(F)(F)F)c2c1CCC2	3	?	0%	-0.3%	0%	-7%
18	Cc1ccc2oc(=O)c3cc(C(=O)NCc4ccco4)sc3c2c1	6	-7	3%	0.4%	0%	?
19	CCOCC(=O)Nc1ccc2c(c1)N(S(=O)(=O)c1cccs1)CCC2	nt	6	3%	-0.4%	-17%	6%
20	O=C(CSc1nnc(-c2cccs2)n1CC1CCCO1)c1cc2ccccc2o1 (stereo not given)	3	-4	4%	6.8%	2%	7%
21	COc1ccc(CC2(CO)CCN(Cc3c(C)nn(C(C)C)c3C)CC2)cc1	0	-1	4%	-0.3%	?	14%
22	CCC(C)c1ccc(NC(=O)COC(=O)CCNS(=O)(=O)c2cccs2)cc1 (stereo not given)	nt	3	2%	0.4%	0%	-19%
23	CC(C)NC(=O)CSc1nc(-c2ccccc2)cs1	1	4	2%	0.1%	5%	-1%
24	CC(Sc1nnc(COc2ccccc2)n1-c1ccccc1)C(=O)O (stereo not given)	9	-4	2%	0.2%	-3%	2%

no.	GALK inhibitor	uPA generation	PKM2 activator	Giardia killer	hERG WT inh
13	1%	-16%	-15%	-13	0
14	4%	2%	nt	7	1
15	-1%	nt	0%	5	6
16	-1%	-1%	5%	-15	4
17	4%	4%	-3%	21	-10
18	2%	-7%	3%	-11	-3
19	nt	1%	nt	11	10
20	-1%	2%	-1%	9	4
21	4%	-11%	0%	11	4
22	nt	-3%	nt	-12	-14
23	8%	-20%	3%	?	-2
24	6%	1%	1%	-1	5

Continuation.
no.	SMILES	Coupling enz	KCNH2 3.1 block	USP2a block	B2AR arrestin	BCR signal inh	Eya2 phos inh
25	O=C(Nc1cccc(Cl)c1N1CCCC1)c1ccc(Br)o1	4	-21	2%	-0.1%	-3%	5%
26	CC(C)(C)S(=O)(=O)/C(C#N)=N/Nc1ccc(C#N)cc1	2	3	6%	-0.1%	?	?
27	COc1ccc(OC)c(NC(=O)C2CCC(CNc3c(N4CCOCC4)c(=O)c3=O)CC2)c1 (stereo not given)	2	8	1%	-0.5%	?	0%
28	CCOc1cc(S(=O)(=O)Nc2ccc(CC)cc2)ccc1Cl	-8	3	2%	-0.1%	?	-11%
29	COc1ccc(CCNC(=O)CSc2ccsc2[N+](=O)[O-])cc1OC	-1	-1	4%	0.5%	0%	5%
30	CCOc1ccc2nc(NC(=O)Nc3cccs3)sc2c1	-2	-3	0%	-0.5%	?	-1%
31	CC(=O)Nc1ccc(C(=S)NCC2(N(C)C)CCCCC2)cc1	1	12	2%	0.0%	2%	5%
32	O=C(NCc1ccco1)c1cnn2c1NC(c1ccccc1)CC2C(F)(F)F (stereo not given)	-5	11	1%	0.0%	?	-4%
33	CCC1COCCS(=O)(=O)N1Cc1ccccc1C (stereo not given)	0	50	1%	0.3%	-8%	-9%
34	CC(=O)Nc1ccc(NC(=O)c2cccc3ccccc23)cc1	1	-1	-2%	-0.2%	2%	-1%
35	COCCOc1ccc(C(F)(F)F)cc1NC(=O)Cc1ccc(S(=O)(=O)N2CCOCC2)s1	nt	14	0%	-0.5%	-3%	-12%
36	Cn1nnnc1SCC(=O)Nc1ccccc1N1CCCCC1	-1	-11	0%	-0.2%	-6%	4%
37	CS(=O)(=O)N(CC(=O)NCCSCc1cccc(Cl)c1)c1ccccc1F	-1	-9	0%	0.2%	1%	-1%

no.	GALK inhibitor	uPA generation	PKM2 activator	Giardia killer	hERG WT inh
25	0%	0%	11%	7	8
26	1%	7%	-6%	-23	1
27	nt	1%	-1%	1	0
28	-2%	nt	1%	-7	8
29	-1%	-23%	7%	-89*	3
30	nt	?	-4%	4	4
31	-1%	-7%	-2%	26	-9
32	6%	nt	4%	7	-13
33	nt	7%	0%	-2	-1
34	-2%	-2%	0%	15	-4
35	nt	-30%	nt	-16	16
36	-1%	1%	4%	-14	5
37	2%	9%	0%	25	5

Three compounds already listed, ordered by the value under B2AR arrestin, smallest number first:
entry	structure	B2AR arrestin
10	COc1ccc(CCC(=O)NNC(=O)Nc2ccc(OC)c(OC)c2)cc1	-0.7%
17	CCCNC(=O)Cn1nc(C(F)(F)F)c2c1CCC2	-0.3%
26	CC(C)(C)S(=O)(=O)/C(C#N)=N/Nc1ccc(C#N)cc1	-0.1%
